Screening results as filed in PubChem BioAssay.
MazEF act: MazEF (E. coli) toxin RNase activation | FAM/BHQ RNA-DNA oligo cleavage fluorescence, 5 h | P0AE70 | activation, % at 20 µM | 350,000 compounds, 0.32% hits; in the data active = activation above about 50%
Target sequence (P0AE70 whole entry, looked up): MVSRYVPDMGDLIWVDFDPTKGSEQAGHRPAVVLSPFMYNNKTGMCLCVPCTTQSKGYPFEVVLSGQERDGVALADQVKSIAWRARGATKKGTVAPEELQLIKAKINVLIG
Rv3671c protease: inhibits the M. tuberculosis serine protease Rv3671c | inhibition, % at 5.96 µM | 320,000 compounds, 0.048% hits | AID 2606; in the data active = inhibition above about 38%;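 note: extracellular domain of Rv3671c used as enzyme; 0% = enzyme with DMSO and 100% = no enzyme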
Target sequence (P9WHR9 whole entry, looked up, the tested form may be a part): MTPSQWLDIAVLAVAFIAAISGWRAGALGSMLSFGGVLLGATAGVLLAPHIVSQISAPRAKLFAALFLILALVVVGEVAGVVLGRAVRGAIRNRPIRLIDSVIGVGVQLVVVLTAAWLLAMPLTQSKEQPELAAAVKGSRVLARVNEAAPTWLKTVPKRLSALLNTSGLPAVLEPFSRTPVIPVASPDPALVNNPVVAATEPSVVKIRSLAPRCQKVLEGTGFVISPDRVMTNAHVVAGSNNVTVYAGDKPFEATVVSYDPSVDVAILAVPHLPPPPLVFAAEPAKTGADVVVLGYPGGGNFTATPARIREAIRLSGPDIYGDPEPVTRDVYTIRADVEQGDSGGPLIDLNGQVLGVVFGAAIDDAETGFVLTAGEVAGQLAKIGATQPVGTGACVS
3CLpro inhibitor: SARS-CoV 3CLpro protease inhibition | P0C6X7 | inhibition, % at 6 µM | AID 1706 | 290,000 compounds, 0.14% hits | recombinant SARS-CoV 3CLpro, quenched FRET peptide cleavage; in the data active = inhibition above about 12%
Anthrax LF inh2: anthrax lethal factor protease inhibition | P15917 | multiplex microsphere protease cleavage assay, LF | inhibition, % at 10 µM | 360,000 compounds, 0.12% hits | AID 588501; in the data active = inhibition above about 30%; note: plate controls were buffer without enzyme for full effect and enzyme alone for no effect
PfHsp40 yeast: compounds rescuing yeast from Plasmodium falciparum HSP40 toxicity; S. cerevisiae expressing PfHsp40, growth rescue, ATP luminescence; growth rescue, % at 12.5 µM; 340,000 compounds, 0.68% hits; AID 504582; in the data active = growth rescue above about 28%, passing the limit was not always enough;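 note: yeast W303a lacking pdr1 and pdr3 grown in galactose medium; growth measured after three days at 30 °C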
VHR inh abs: DUSP3 (human) phosphatase inhibition. P51452. recombinant VHR phosphatase, pNPP absorbance. inhibition, % at 13.3 µM. 290,000 compounds, 0.52% hits; in the data active = inhibition above about 50%; note: some compounds called inactive have numbers as strong as hits
Target sequence (P51452 whole entry, looked up): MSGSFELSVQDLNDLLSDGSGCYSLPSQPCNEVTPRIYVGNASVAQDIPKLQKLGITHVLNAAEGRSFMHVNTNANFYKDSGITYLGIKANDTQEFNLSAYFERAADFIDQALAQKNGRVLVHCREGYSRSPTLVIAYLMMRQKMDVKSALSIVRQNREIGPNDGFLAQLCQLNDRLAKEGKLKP
TcdB GH inh: TcdB glycohydrolase inhibition; 350,000 compounds, 0.24% hits; inhibition, % at 9.99 µM; AID 652162; TcdB glycohydrolase enzymatic assay, plate reader; in the data active = inhibition above about 10%
BH1578 lux ind: quorum light induction in luxS cqsA deficient V. cholerae. AID 588436. V. cholerae BH1578 lux reporter, luminescence, 6 h. activation, % at 18.7 µM. 350,000 compounds, 0.16% hits; in the data active = activation mostly above about 9.7%, no sharp cut-off; note: not every result past the cut was called active; inactives centre near 0; reference of the scale not given here
Y pestis TopoI: inhibitors of Yersinia pestis topoisomerase I; AID 504884; Y. pestis Topo-I cleavage product accumulation, plate reader; activity, % at 10 µM; 360,000 compounds, 0.064% hits; in the data active = activity above about 50%, passing the limit was not always enough; note: inactives centre near 2
PriA SSB inh: inhibitors of Klebsiella pneumoniae PriA binding to SSB C-terminal tail; inhibition, % at 33 µM; 430,000 compounds, 0.6% hits; AlphaScreen SSBct-PriA binding, biotinylated peptide; in the data active = inhibition mostly above about 37%, no sharp cut-off; inactive = mostly below about 20%;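 note: plate controls were negative control peptide for no effect and reference peptide for full effect; strong numbers were not always called active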
An asterisk follows results filed as active; i = inactive; . = not tested or not shown; & = joins results of further samples.

SMILES	MazEF act	Rv3671c protease	3CLpro inhibitor	Anthrax LF inh2	PfHsp40 yeast	VHR inh abs	TcdB GH inh	BH1578 lux ind	Y pestis TopoI	PriA SSB inh
COc1ccc(CCNC(=O)Cn2c(=O)n(Cc3ccco3)c(=O)c3ccc(Cl)cc32)cc1OC	3.5	.	-0.5	-4.3	0.7	-5.6	.	-0.9	7.4	-2.8
O=C(NCCc1ccccc1)C1CCN(S(=O)(=O)c2cccs2)CC1	-3.4	0.5	4.3	-2.6	-0.9	15.3	.	-7.1	8.9	-2.2
NC(=O)NN=C1CCN2CCCc3cccc1c32	-8.4	.	.	-0.4	.	.	-2.5	-0.6	1.3	.
O=C(Nc1nc(-c2cccc3ccccc23)cs1)c1ccc2c(c1)S(=O)(=O)c1ccccc1C2=O	3.6	7.7	0.6	-4.0	0.4	1.4	0.3	-0.3	-5.4	-3.4
Cc1nc2nc(CNC(=O)OC(C)(C)C)nn2c(C)c1CCC(=O)Nc1ccc2c(c1)OCO2	3.0	5.1	0.3	-0.6	-0.2	14.9	0.8	-0.5	2.8	-4.2
COC(=O)[C@]1(Cc2ccccc2)N[C@H](CN(C)C(=O)C2CCCCC2)[C@@H]2C(=O)N(C)C(=O)[C@@H]21	-3.1	3.2	.	0.8	3.1	.	0.9	1.0	-0.9	-5.6
S=c1[nH]nc(COc2ccccc2)n1C1CCCCC1	3.8	2.6	1.9	2.5	0.0	-9.5	.	-0.4	-3.2	6.8
O=C(c1ccccc1)c1ccccc1C(=O)N1CCN(C(=O)c2ccccc2)CC1	2.6	5.9	-1.1	-2.2	0.2	13.0	0.6	i	1.9	-0.9
COc1ccc(S(=O)(=O)Nc2c(C(=O)O)[nH]c3ccccc23)cc1OC	0.8	-0.1	-5.7	-2.1	-0.1	6.4	.	i	-0.7	3.9
O=C(CSc1ccc(Cl)cc1)Nc1ccc(N2CCN(C(=O)c3ccc(Cl)cc3)CC2)cc1	28.8	2.6	9.2	-1.4	1.2	10.4	.	-0.6	-0.4	2.5
Cc1ccc(-c2nnc(SCC(=O)Nc3ccc(N4CCOCC4)cc3)o2)cc1	-1.7	2.9	5.9	-4.7	0.3	21.9	.	.	6.3	-11.8
O=C(NCCc1ccccc1)c1c(O)c2cccc3c2n(c1=O)CC3	-10.0	-2.0	-1.7	-7.1	0.9	-12.1	.	i	5.2	-5.8
O=C(NNC(=S)NC(=O)c1cccs1)c1ccc(NC(=O)c2ccccc2)cc1	-1.2	10.1	2.0	0.6	0.4	-14.0	.	-0.2	-4.6	-0.5
CCOC(=O)c1ccc(N2Cc3ccccc3C2=N)cc1	4.6	-4.2	-3.0	-4.0	0.4	-5.5	.	0.5	2.6	-2.8
COCC1CCCCN1C(=O)C1CCN(c2nc(-c3ccccc3)nc3c2CCC3)CC1 (stereo unspecified)	3.6	1.8	-4.8	5.2	-1.1	-14.4	2.2	0.9	4.2	-2.8
Cc1c(CCC(=O)O)c(=O)oc2cc3occ(-c4ccc(Br)cc4)c3cc12	-4.2	-23.3	-0.9	2.9	-0.6	5.3	-0.4	-0.6	-1.1	-2.0
O=C(NCc1ccccn1)C1CCCCC1	5.1	-2.4	-0.7	0.3	-0.8	-2.0	-0.8	-0.9	-1.0	-5.3
CCn1c(Cl)c(C=O)s/c1=N\S(=O)(=O)c1ccccc1	4.8	-1.9	-3.8	-4.3	-0.5	-29.8	1.0	-0.3	0.9	.
CC(=O)Nc1ccc2nc(NS(=O)(=O)c3ccc(C)cc3)sc2c1	0.8	-4.8	-0.3	-0.8	-0.5	10.3	-0.5	0.1	-5.3	-2.8
COC(=O)CCc1nc2ccccc2nc1OC	6.5	4.9	-1.8	-1.4	0.4	29.6	0.3	2.8	2.5	6.6
COc1cc(NC(=O)Cc2nn(C)c(=O)c3ccccc23)cc(OC)c1OC	3.7	0.8	-4.2	-0.9	0.1	9.4	0.5	0.1	0.1	-21.3
COC(=O)Cc1ccc2c3ccccc3n(C)c2c1	-2.6	8.5	1.2	4.1	4.0	12.0	.	-1.7	-0.2	-66.8
CCOc1ccc2nc(NCCNC(=S)NCCCN(C)C)c(C#N)cc2c1	0.5	2.3	-7.7	-4.2	-0.5	25.2	1.4	-1.5	-11.4	-7.3
CCO[C@@H]1OC(C(=O)N2CCN(Cc3ccc4c(c3)OCO4)CC2)=C[C@H](C2CC2)[C@H]1CCCO	1.0	1.6	-2.8	-4.3	-0.5	17.5	1.4	-2.2	14.5	-3.4
Cc1oc(-c2ccc(Cl)cc2)nc1CN1CCCC(C(=O)NCc2ccco2)C1 (stereo unspecified)	-2.8	-10.4	3.0	-10.6	0.1	32.2	.	-0.3	21.9	7.7
COc1ccc(S(=O)(=O)N2CCC(C(=O)NCCc3ccc(OC)c(OC)c3)CC2)cc1	-4.9	.	.	-2.8	.	.	0.6	i	5.4	.
O=C(CN1CCNCC1)NCCSc1ccc(Cl)cc1	2.5	-7.3	-0.3	-2.2	-0.1	1.6	1.0	-0.5	7.0	-0.4
O=C(CN1CCN(C(=O)C2CC2)CC1)Nc1ccc(Cl)cc1F	2.3	.	.	-2.6	0.0	.	-0.5	0.5	1.8	-13.6
CCCCN1CCCCC1C(=O)Nc1c(C)cc(C)cc1C (stereo unspecified)	0.2	-2.4	-6.9	-7.8	1.0	3.6	.	i	5.8	-9.2
CCn1cc(C(=O)N2CCN(c3ccccn3)CC2)c(=O)c2cc(S(=O)(=O)N(C)C3CCCCC3)ccc21	5.1	-1.5	5.5	-2.8	-2.2	14.1	2.6	1.9	35.8	5.7

Compound profiles, from the list above:
Cc1c(CCC(=O)O)c(=O)oc2cc3occ(-c4ccc(Br)cc4)c3cc12 is listed with MazEF act = -4.2; Rv3671c protease = -23.3; 3CLpro inhibitor = -0.9; Anthrax LF inh2 = 2.9; PfHsp40 yeast = -0.6; VHR inh abs = 5.3; TcdB GH inh = -0.4; BH1578 lux ind = -0.6; Y pestis TopoI = -1.1; PriA SSB inh = -2.0
CCCCN1CCCCC1C(=O)Nc1c(C)cc(C)cc1C (stereo unspecified) is listed with MazEF act = 0.2; Rv3671c protease = -2.4; 3CLpro inhibitor = -6.9; Anthrax LF inh2 = -7.8; PfHsp40 yeast = 1.0; VHR inh abs = 3.6; TcdB GH inh = .; BH1578 lux ind = i; Y pestis TopoI = 5.8; PriA SSB inh = -9.2

Other records
SMILES	MazEF act	Rv3671c protease	3CLpro inhibitor	Anthrax LF inh2	PfHsp40 yeast	VHR inh abs	TcdB GH inh	BH1578 lux ind	Y pestis TopoI	PriA SSB inh
O=C(N/N=C/C(Br)=C/c1ccccc1)c1cc(-c2ccco2)[nH]n1	12.6	-30.4	-1.1	2.6	2.0	48.7	0.7	i	13.3	.
COc1ccccc1NS(=O)(=O)c1ccc(NN=C2CCCC2)c([N+](=O)[O-])c1	0.6	0.2	1.9	-1.5	0.2	-3.9	.	-2.1	29.6	18.3
CC(C)OC(=O)c1nnc(Cc2ccc(Cl)cc2)o1	11.1	6.4	-1.0	-2.8	-0.8	18.8	-2.1	-0.3	1.8	-10.8
CN(C)c1ccc(/C=C2\c3ccccc3C(=O)N2c2ccccc2)cn1	-151.5	.	.	-1.1	.	.	-0.3	-0.4	4.4	.
COc1ccc(/C=N/NC(=O)c2nc(-c3ccccc3)n(-c3ccccc3)n2)c(O)c1	3.8	7.4	6.3	-1.5	71.5*	-3.9	.	-0.3	-1.5	.
CCOC(=O)NC(=S)Nc1ccc(C(C)(C)C)cc1	-2.2	-9.0	1.1	6.0	5.9	-4.0	0.3	i	13.9	-3.0
O=C1NC(=O)C(=Cc2cn(CCOc3ccc4c(c3)OCO4)c3ccccc23)C(=O)N1	528.2*	-7.8	8.8	0.5	-1.5	9.9	.	i	12.2	-11.3
CCCCNC(=O)c1ccc(C)c(NC(=O)C2=C(C)OCCS2)c1	1.4	1.4	-1.1	-3.9	-0.7	5.3	-0.4	-0.5	-4.5	-4.4
COCCCNC(=O)Cn1cc2c(n1)CCCCC2	15.4	-2.6	-5.4	-7.2	0.1	-6.1	-0.2	-0.3	11.8	-11.6
S=c1nc(-c2ccccc2)n(Cc2cccnc2)c2c1CCCC2	3.1	3.8	5.5	.	.	21.3	.	.	.	-7.8
CCC(=O)N1CCc2cc(S(=O)(=O)N3CCN(c4ccccn4)CC3)ccc21	7.3	2.0	-3.1	0.4	0.8	11.3	.	i	10.4	-15.4
COc1cc(CNCCN2CCOCC2)ccc1OCc1cccc(Cl)c1	-1.5	3.2	2.5	-1.4	-1.1	-3.8	.	i	6.0	-8.5
Oc1c(Cl)cc(Cl)cc1C1Nc2ccccc2-n2cccc21 (stereo unspecified)	-2.2	7.0	-3.3	-6.0	-0.5	-0.3	1.6	5.3	4.8	-4.7
O=C(COC(=O)c1cc(S(=O)(=O)N2CCOCC2)ccc1O)NCc1ccc2c(c1)OCO2	4.2	.	.	1.8	-0.3	.	1.9	-26.8	-4.4	-8.1
Cc1[nH]c2c(Cl)cccc2c(=O)c1CN1CCCCCC1	2.9	-4.5	0.3	6.0	0.0	-6.7	0.8	-0.6	11.3	0.1
COCCn1c(=N)c(S(=O)(=O)c2ccc(Br)cc2)cc2c(=O)n3ccccc3nc21	3.9	13.2	1.6	-0.2	-0.1	-30.6	-0.7	0.0	-1.7	-0.3
COCCCC1CCN(C(=O)C2CCC(=O)N(C3CCCC3)C2)CC1 (stereo unspecified)	0.5	-5.9	2.1	0.4	0.0	6.2	0.8	-0.6	-2.1	-7.4
Brc1ccc(-c2cnc3n2CCCC3)cc1	3.4	1.9	-9.5	-4.1	1.5	12.7	.	-0.5	7.2	-9.8
CCc1cccc(CC)c1NC(=O)CN1CC(C)SC1=NC1CCCCC1 (stereo unspecified)	-8.8	6.5	3.6	.	-0.8	16.4	.	i	-9.0	-22.8
CS(=O)(=O)c1nc(S(=O)(=O)c2ccc(Cl)cc2)c(NCCN2CCOCC2)s1	10.1	-6.2	-3.7	6.9	0.1	-10.2	2.2	-0.3	7.5	-1.5
CCC(C)NC(=O)C1c2ccccc2C(=O)N1Cc1ccc(OC)cc1OC (stereo unspecified)	-10.6	-0.3	-0.8	-1.2	-0.3	23.4	.	-1.3	1.2	-3.5
COc1ccc2[nH]c(=O)c(CN(Cc3cccnc3)Cc3nnnn3CC3CCCO3)cc2c1 (stereo unspecified)	12.9	5.5	5.2	-4.4	-0.5	16.6	0.9	-6.2	10.9	5.2
OC(c1ccccc1)c1ccccc1CN1CCCNC1=S (stereo unspecified)	-5.0	.	.	-3.6	.	.	2.3	i	2.9	.
NNC(=O)c1ccc(COCC(F)(F)C(F)F)cc1	6.3	-16.4	8.0	18.9	0.0	1.1	-3.8	-0.4	-4.5	-4.7
C[C@@H]1CN([C@@H](C)CO)C(=O)CCCn2nncc2CO[C@@H]1CN(C)C(=O)C1CCCCC1	6.8	.	.	-2.7	.	.	0.3&1.2	i	3.9	.
CCCCc1cc(=O)oc2cc(OCC(=O)N3C[C@H]4C[C@@H](C3)c3cccc(=O)n3C4)ccc12	9.0	-3.4	2.6	-3.4	0.6	8.8	-0.4	-0.4	10.2	.
COc1nc(Nc2ccc(C(C)=O)cc2)nc(OC)n1	5.7	-6.4	-1.7	-1.3	-1.7	-2.0	.	i	1.0	-17.1
Cc1ccc(S(=O)(=O)Nc2ccccc2N2CCOCC2)cc1	0.3	-2.0	-6.5	-3.9	0.0	19.2	0.1	-0.2	0.9	4.1
CN1C(=O)c2ccccc2N(C)C1c1ccccc1Cl (stereo unspecified)	3.2	3.6	-1.2	-1.2	-1.5	-27.7	0.2	i	16.5	-3.8
O=C(OC1CCOC1=O)c1ccc(-c2nc3ccccc3s2)s1 (stereo unspecified)	3.6	-9.2	0.8	0.7	-3.3	36.3	.	i	9.9	-8.9
CC(C)(C)C(=O)NC1CCN(CC(=O)Nc2ccc3c(c2)OCO3)CC1	-11.6	-4.8	1.2	2.0	0.9	-2.9	1.1	-0.3	-1.2	-6.8

Only part of the results is shown, so the mix of outcomes need not match the whole.
